Vif-APOBEC3G blk: blocks the Vif interaction with human APOBEC3G. Q9HC16. actives 0.076% (n = 410,000). Potency, µM (highest dose often 46.1 µM), inactives show top-dose activity, negative = active, actives largely listed as inhibitors. HeLa A3G-eYFP + Vif (tagged APOBEC3G with the HIV-1 protein that degrades it), YFP fluorescence, overnight;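 also: potency is read from the fitted curve at half-maximal effect; % is scaled to controls: 0 for no effect and ±100 for the full control effect; nearly all actives have a fitted effect of over 60% in size; hits raise eYFP signal because A3G escapes Vif-driven loss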
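Read-out is eYFP fluorescence (Ex 488/Em 500-530) from Vif-expressing HeLa A3G-eYFP cells; more signal means A3G escaped Vif-mediated degradation. Cells plated overnight, compound pinned in, incubated overnight at 37 deg C.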
LDHA block: blocks human lactate dehydrogenase A; P00338; purified LDHA, NADH/diaphorase-resazurin fluorescence; hits give low values; activity change, % (values are at about 110 or 230 µM); actives 0.15% (n = 480,000); AID 1347041; in the data active = activity change below about -30%; inconclusive = mostly about -25% to -30%;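 also: plate controls were DMSO wells for no effect and wells without enzyme for full effect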
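Human LDH5 (2 nM) was incubated with 0.06 mM NADH and 0.2 mM pyruvate for 5 min at room temperature in Tris pH 7.4. Remaining NADH was coupled through diaphorase/resazurin, and resorufin fluorescence was read at 0 and 20 min.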
RGS4 inh: human RGS4 inhibition. AID 504845. actives 0.039% (n = 390,000). P49798. Transcreener GDP fluorescence polarization, RGS4-accelerated GTP hydrolysis. Potency, µM (top dose mostly 114 µM), for the others: at the highest dose activity change, negative = inhibition, most hits filed as inhibitors; also: potency is read from the fitted curve at half-maximal effect; % is scaled to controls: 0 for no effect and ±100 for the full control effect; nearly all actives have a fitted effect of over 75% in size; some results filed as inactive show a strong effect at the top dose
Target sequence (P49798 whole entry, looked up): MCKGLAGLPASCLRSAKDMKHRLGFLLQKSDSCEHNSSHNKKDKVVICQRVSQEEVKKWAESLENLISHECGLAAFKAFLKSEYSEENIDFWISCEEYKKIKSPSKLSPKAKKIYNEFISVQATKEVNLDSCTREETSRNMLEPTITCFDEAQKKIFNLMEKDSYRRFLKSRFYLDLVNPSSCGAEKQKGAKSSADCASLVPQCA
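MLSMR compounds (23 nl, pin-transferred) preincubated 10 min at room temperature with a 500nM (2x) first reagent, then RGS4 at 900nM (2x) plus Transcreener GDP mix added; fluorescence polarization (620/688 nm) read before and after 90 min at 30 °C.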
ERG Ets-DNA blk: blocks human ERG Ets domain binding to DNA; fluorescence polarization, His-ERG Ets domain / labelled DNA; Potency, µM (highest dose often 76.9 µM), for the others: at the highest dose FP activity, negative = inhibition, hits mostly inhibitors; P11308; actives 0.028% (n = 370,000); active = well fitted inhibition curve with a large enough effect in the polarisation, with a control signal flat; inconclusive = small, poorly fitted or top-dose-only effect, or effect the other way, or a change in a side signal; inactive = no such curve, though single readings can be large or run the other way; the % refers to the polarisation;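 also: polarization taken with two DNA probes labelled with fluorescein and Texas red; potency is read from the fitted curve at half-maximal effect; % of control where 0% means no effect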
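His-tagged ERG Ets domain (1 uM in the protein solution; 300mM KCl, 50mM Tris-HCl, 1mM EDTA, 1mM DTT, pH 7.5) received compound, then a probe mix of 5 nM fluorescein-DNA and 100nM Texas-615-DNA. Fluorescence polarization was read for both dyes.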
Vif-A3F inh: inhibitors of Vif-A3F interaction. actives 0.2% (n = 390,000). HeLa A3F-eYFP + Vif (tagged APOBEC3F with the HIV-1 protein that degrades it), YFP fluorescence increase. AID 602313. Potency, µM (doses to about 46.1 µM), without a hit: at the top dose activity, negative = active; also: potency is read from the fitted curve at half-maximal effect; % of control where 0% means no effect; nearly all actives have a fitted effect of over 65% in size
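HeLa cells stably expressing A3F-eYFP plus Vif, plated and incubated overnight at 37 deg C, then exposed to compounds overnight at 37 deg C. Blocked degradation read as raised yellow fluorescence (Ex 488/Em 500-530).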
D2 antag: antagonists of human D2 dopamine receptor | P14416 | HEK293 TREx D2 cells, calcium flux, dopamine EC80 | inhibition, % at 10 µM | actives 2% (n = 340,000); in the data active = inhibition above about 30%; also: 0% is about no effect
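Tetracycline-induced HEK293 TREx cells expressing D2 receptor forced-coupled to calcium signalling, loaded with no-wash calcium dye. Compounds added and calcium flux read 180 s, then dopamine added at EC80 and read a further 180 s.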
Glioma ERSR ind: inducers of ER stress response in human glioma cells | U87-MG GRP78 promoter luciferase reporter, 16 h | AID 602332 | Potency, µM, for inactives: top-dose activation, usual class: activators | actives 0.02% (n = 420,000); also: potency is read from the fitted curve at half-maximal effect; series mostly up to about 76 µM; % of control where 0% means no effect; nearly all actives have a fitted effect of over 35% in size
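Stably transfected U87-MG human glioma cells carrying a GRP78-based luminescent sensor were seeded at 1000 cells/well, pin-dosed with compounds and incubated 16 h. Luciferase reagent was then added, and end-point luminescence was read after 10 min at room temperature.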
D2 ag: agonists of human D2 dopamine receptor | actives 0.53% (n = 340,000) | HEK293 T-REx D2 cells, calcium flux agonist mode | AID 485358 | P14416 | activation, % at 2 µM;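 active = activation over 3 SD above normal in the single-dose calcium agonist read, cut at about 30% in these data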; also: 0% is about no effect
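Agonism scored from kinetic calcium signal (1 read/sec, 180 s) following compound pin transfer, after a 10 s baseline. Cells: HEK293 Trex line expressing inducible D2 receptor coupled to calcium, dye-loaded after overnight culture at 30 C.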
ALOX12 inh: inhibitors of human 12S-lipoxygenase ALOX12; P18054; purified 12hLO, xylenol orange hydroperoxide absorbance; Potency, µM (highest dose often 108 µM), without a hit: top-dose activity change, negative = inhibition, most hits filed as inhibitors; actives 1.1% (n = 580,000); also: potency is read from the fitted curve at half-maximal effect; % is scaled to controls: 0 for no effect and ±100 for the full control effect
Target sequence (P18054 whole entry, looked up): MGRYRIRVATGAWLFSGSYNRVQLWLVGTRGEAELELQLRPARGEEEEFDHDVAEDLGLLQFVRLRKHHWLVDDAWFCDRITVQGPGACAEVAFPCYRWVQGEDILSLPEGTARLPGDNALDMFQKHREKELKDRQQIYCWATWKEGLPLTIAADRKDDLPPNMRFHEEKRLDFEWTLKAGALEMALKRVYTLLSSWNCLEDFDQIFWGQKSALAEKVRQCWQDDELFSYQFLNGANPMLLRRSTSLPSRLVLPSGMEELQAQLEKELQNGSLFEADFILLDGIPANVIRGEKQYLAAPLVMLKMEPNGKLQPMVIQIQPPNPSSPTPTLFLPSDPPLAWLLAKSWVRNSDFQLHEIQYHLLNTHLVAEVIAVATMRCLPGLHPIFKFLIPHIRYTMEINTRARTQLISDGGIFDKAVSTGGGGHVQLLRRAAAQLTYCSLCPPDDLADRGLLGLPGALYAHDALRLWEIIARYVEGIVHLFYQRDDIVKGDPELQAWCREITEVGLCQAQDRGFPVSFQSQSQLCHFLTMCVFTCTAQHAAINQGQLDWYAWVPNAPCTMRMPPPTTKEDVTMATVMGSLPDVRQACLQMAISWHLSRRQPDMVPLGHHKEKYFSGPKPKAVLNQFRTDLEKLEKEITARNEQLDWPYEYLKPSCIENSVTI
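Hydroperoxide product was detected by ferrous iron/xylenol orange as the 573 to 405 nm absorbance ratio. Arachidonic acid at 40 uM (final) was turned over for 30 min at room temperature by 150 nM human 12hLO, pH 7.0 Hepes buffer, after 15 min compound preincubation.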
* hit, by the source's call; & = joins results of further samples. Unless noted, calls follow the shape of the dose curve; as a rule, active = well fitted curve in the direction sought with a large enough effect; inconclusive = small, poorly fitted or top-dose-only effect, or another doubt; inactive = no such curve, though single readings can be large; an effect the other way counts as inactive or inconclusive. Some of the compounds tested; the hit share may differ from the screen's.

For CC1=C(C(=O)NCc2ccco2)C2(CCC(C)CC2)OC1=O (stereo not drawn) the results were Vif-APOBEC3G blk 1.2%, LDHA block 6.8, RGS4 inh -47.2%, ERG Ets-DNA blk -5.1%, Vif-A3F inh -4.0%, D2 antag 5.5, Glioma ERSR ind -3.2%, D2 ag -2.7 and ALOX12 inh inconclusive.
For CC(C)(C)NS(=O)(=O)c1ccc(CCC(=O)NCc2ccco2)cc1 the results were Vif-APOBEC3G blk -0.3%, LDHA block 1.2, RGS4 inh -10.2%, ERG Ets-DNA blk -4.8%, Vif-A3F inh 5.8%, D2 antag -13.0, Glioma ERSR ind -3.9%, D2 ag -0.2 and ALOX12 inh -4.5%.
Screening Cc1ccnc(NC(=S)NC(=O)/C=C/c2ccco2)c1 returned Vif-APOBEC3G blk 7.94µM*, LDHA block 1.1, RGS4 inh -30.6%, ERG Ets-DNA blk 5.3%, Vif-A3F inh -6.4%, D2 antag -9.8, Glioma ERSR ind -0.1%, D2 ag -1.2 and ALOX12 inh -23.0%.
`Cc1ccc(NC(=O)CSc2nc(=O)n(Cc3ccncc3)c3c2CCC3)cc1Cl` gave Vif-APOBEC3G blk 1.1%, LDHA block 0.7, RGS4 inh -26.6%, ERG Ets-DNA blk -2.3%, Vif-A3F inh 1.7%, Glioma ERSR ind -0.5%, D2 ag -0.5 and ALOX12 inh -22.6%.
COc1ccc(-c2cnnn2-c2ccc([N+](=O)[O-])cc2)cc1 was read as Vif-APOBEC3G blk -5.4%, LDHA block -2.9, RGS4 inh 17.9%, ERG Ets-DNA blk 0.8%, Vif-A3F inh -0.8%, D2 antag 8.3, Glioma ERSR ind 0.0%, D2 ag -0.7 and ALOX12 inh -6.0%.
Screening CCN(Cc1cc(=O)[nH]c2ccccc12)C(=O)c1ccc(C)cc1 returned Vif-APOBEC3G blk -0.2%, LDHA block -1.8&-0.9, RGS4 inh 16.6%, ERG Ets-DNA blk -2.6%, Vif-A3F inh 1.2%, D2 antag -5.3, Glioma ERSR ind -1.7%, D2 ag -0.5 and ALOX12 inh 0.4%&0.0%.
Cc1ccc(S(=O)(=O)Nc2ccc3c(c2)C(=O)N([C@H](C)CO)C[C@H](C)[C@@H](CN(C)Cc2ccccc2)O3)cc1 was read as Vif-APOBEC3G blk -0.5%, LDHA block 0.4, RGS4 inh 14.5%, ERG Ets-DNA blk -5.2%, Vif-A3F inh 3.2%, Glioma ERSR ind 0.2% and ALOX12 inh -26.8%.
`CC(c1nccs1)N(C)c1nc2nonc2nc1NC1CC1` (stereo not drawn) gave Vif-APOBEC3G blk 2.2%, LDHA block -0.2, RGS4 inh -10.8%, ERG Ets-DNA blk -1.5%, Vif-A3F inh -7.7%, D2 antag -26.6, Glioma ERSR ind -2.8%, D2 ag 0.8 and ALOX12 inh 0.2%.
For COc1ccc(C(CC(=O)c2ccccc2)S(=O)(=O)c2ccc(C)cc2)cc1 (stereo not drawn) the results were Vif-APOBEC3G blk 2.5%, LDHA block -10.1, RGS4 inh -6.6%, ERG Ets-DNA blk -5.1%, Vif-A3F inh -2.9%, D2 antag 7.0, Glioma ERSR ind 5.8%, D2 ag 9.4 and ALOX12 inh -5.0%.
`Nn1c(SCc2ccccc2)nnc1-c1ccco1` gave Vif-APOBEC3G blk 3.8%, LDHA block -1.5, RGS4 inh 5.9%, ERG Ets-DNA blk -13.3%, Vif-A3F inh 2.1%, D2 antag -3.5, Glioma ERSR ind 1.1%, D2 ag -0.1 and ALOX12 inh inconclusive.
For O=C(NCc1ccc(Cl)cc1)NCc1ccc(Cl)cc1 the results were Vif-APOBEC3G blk 1.2%, LDHA block 2.4, RGS4 inh -14.8%, ERG Ets-DNA blk 5.0%, Vif-A3F inh 0.0%, D2 antag -3.0, Glioma ERSR ind 0.3%, D2 ag 0.7 and ALOX12 inh 2.5%.
CCc1cccc(NS(=O)(=O)c2c(C)n[nH]c2C)c1 was read as Vif-APOBEC3G blk 4.3%, LDHA block -1.5, RGS4 inh -27.6%, ERG Ets-DNA blk 6.8%, Vif-A3F inh -6.9%, D2 antag -13.3, Glioma ERSR ind -0.4%, D2 ag 0.4 and ALOX12 inh inconclusive.
Screening C=CCOc1cc(C)nc(-c2ccccc2O)n1 returned Vif-APOBEC3G blk -8.0%, LDHA block -0.5, RGS4 inh -27.1%, ERG Ets-DNA blk 13.7%, Vif-A3F inh -3.8%, D2 antag -7.1, Glioma ERSR ind -1.9%, D2 ag 0.6 and ALOX12 inh 9.7%.
CCOC(=O)c1cnc2cc(-c3ccc(C(C)(C)C)cc3)nn2c1N was read as Vif-APOBEC3G blk 0.7%, LDHA block -0.5, RGS4 inh 2.5%, ERG Ets-DNA blk 5.4%, Vif-A3F inh 0.4%, Glioma ERSR ind 9.7% and ALOX12 inh 0.0%.
For O=C(c1cccs1)N1C[C@H](O)[C@@H](n2cc(C3CC3)nn2)C[C@@H]1c1ccccc1 the results were Vif-APOBEC3G blk 0.7%, LDHA block -6.9, Vif-A3F inh -1.5%, Glioma ERSR ind -3.0% and ALOX12 inh inconclusive.
`COc1ccc(NC(=O)c2ccco2)cc1NC(=O)COc1ccccc1[N+](=O)[O-]` gave Vif-APOBEC3G blk -3.3%, LDHA block -6.3, RGS4 inh -2.7%, ERG Ets-DNA blk -12.2%, Vif-A3F inh 0.1%, D2 antag -5.1, Glioma ERSR ind 1.1%, D2 ag 1.8 and ALOX12 inh 0.0%.
`CCCC(C)NC(=O)CN1C(=O)NC2(CCc3ccccc32)C1=O` (stereo not drawn) gave Vif-APOBEC3G blk -1.5%, LDHA block -9.7, RGS4 inh -25.4%, ERG Ets-DNA blk -9.4%, Vif-A3F inh 1.6%, D2 antag -1.4, Glioma ERSR ind -3.8%, D2 ag 0.3 and ALOX12 inh -11.0%.
Screening CCOc1ccc(C2=NC(c3ccncc3)=Nc3ccc(C)cc3N2)cc1OCC returned LDHA block 1.7, RGS4 inh 5.6%, ERG Ets-DNA blk -6.2%, D2 ag 0.8 and ALOX12 inh -12.5%.
For CCC(=O)Nc1ccc(S(=O)(=O)Nc2nccs2)cc1 the results were Vif-APOBEC3G blk 0.1%, LDHA block -6.7, RGS4 inh -3.9%, ERG Ets-DNA blk inconclusive, Vif-A3F inh -6.5%, D2 antag 4.9, Glioma ERSR ind -2.8%, D2 ag -0.9 and ALOX12 inh 3.5%.
Screening Cc1ccc(C(=O)Nc2ccccc2C(=O)N2CCN(c3ccccc3)CC2)cc1 returned Vif-APOBEC3G blk 0.9%, LDHA block -1.1, RGS4 inh 10.1%, ERG Ets-DNA blk 8.1%, Vif-A3F inh -5.5%, D2 antag -2.9, Glioma ERSR ind 10.6%, D2 ag -0.8 and ALOX12 inh 0.0%.
`CCOC(=O)c1c(NC(=O)CSc2nnc(C)s2)sc2c1CCC(CC)C2` (stereo not drawn) gave Vif-APOBEC3G blk -0.6%, LDHA block 8.4, RGS4 inh 10.8%, ERG Ets-DNA blk 0.9%, Vif-A3F inh -1.6%, D2 antag -1.6, Glioma ERSR ind 0.7%, D2 ag 0.4 and ALOX12 inh 0.0%.
`CC(=O)Nc1ccc(NC(=O)CN(c2cccc([N+](=O)[O-])c2)S(C)(=O)=O)cc1` gave Vif-APOBEC3G blk -2.7%, LDHA block 1.8, RGS4 inh 6.2%, ERG Ets-DNA blk -0.6%, Vif-A3F inh 6.7%, D2 antag 3.7, Glioma ERSR ind -0.2%, D2 ag 0.7 and ALOX12 inh -12.5%.
Cc1cccc(C)c1OCC(=O)Nc1cc(Cl)ccc1-n1cncn1 was read as Vif-APOBEC3G blk 0.3%, LDHA block -7.8, RGS4 inh 31.3%, ERG Ets-DNA blk 4.3%, Vif-A3F inh -13.0%, D2 antag -1.3, Glioma ERSR ind -3.4%, D2 ag 0.3 and ALOX12 inh -7.0%.
Screening CSc1ccc(CCNC(=O)c2ccc3c(c2)nc2n3CCCCC2)cc1 returned Vif-APOBEC3G blk 3.2%, LDHA block 6.4, RGS4 inh -18.1%, ERG Ets-DNA blk 6.8%, Vif-A3F inh -0.1%, Glioma ERSR ind -1.1%, D2 ag -0.4 and ALOX12 inh 5.6%.
For O=C(N/N=C/c1cccc2ccccc12)c1cccc(F)c1 the results were Vif-APOBEC3G blk -4.9%, LDHA block -5.2, RGS4 inh 19.8%, ERG Ets-DNA blk 6.3%, Vif-A3F inh -0.9%, D2 antag 28.3, Glioma ERSR ind 3.2%, D2 ag -1.2 and ALOX12 inh 14.1%.
For COc1cccc(C(c2sc3nc(C)nn3c2O)N2CCN(C(=O)c3ccco3)CC2)c1 (stereo not drawn) the results were Vif-APOBEC3G blk 1.3%, LDHA block -14.3, RGS4 inh 8.3%, ERG Ets-DNA blk 1.6%, Vif-A3F inh 1.5%, D2 antag -21.6, Glioma ERSR ind -4.0%, D2 ag 0.1 and ALOX12 inh 16.6%.
CC1CCN(C(=O)CSc2nc3ccccc3c(=O)[nH]2)CC1 was read as Vif-APOBEC3G blk -4.3%, LDHA block 0.3&-7.4, RGS4 inh 7.3%, ERG Ets-DNA blk 0.9%, Vif-A3F inh inconclusive, D2 antag -23.4, Glioma ERSR ind 8.5%, D2 ag 0.5 and ALOX12 inh -26.3%&-9.6%.
